TWEAK Fn14 block – inhibitors of TWEAK-Fn14 interaction signaling. inhibition, % at 10 µM. AID 1159606. TWEAK-stimulated Fn14 reporter cells, luciferase luminescence, 8 h. actives 2% (n = 360,000); in the data active = inhibition above about 50%
Shn3 inh set2 – Schnurri-3 reporter inhibition in Clone20 osteoblasts; Clone20 osteoblast Shn3 3'UTR firefly luciferase, 24 h; inhibition, % at 12.5 µM; actives 0.52% (n = 360,000);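 active = mean inhibition of at least 75% with every replicate also reaching 75%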;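 note: 0% = median of neutral control wells and 100% = pilot-screen positive control compound; some compounds past the cut are filed as inactive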
Peg3 prom inh – reduces Peg3 promoter-driven luciferase expression in HeLa; inhibition, % at 20 µM; actives 1.7% (n = 360,000); HeLa PEG-Prom luciferase reporter, luminescence, overnight;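 active = inhibition of at least 50% at 20 µM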
C8 TRAIL sens – sensitizes caspase-8 expressing cells to TRAIL. NB7+C8 cells + TRAIL, ATPlite viability luminescence. inhibition (viability loss, TRAIL sensitization), % at 10 µM. actives 1% (n = 360,000);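 active = compounds causing at least 50% loss of cell viability in the single-dose screen, relative to plate controls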
NR2E3 ag-1 – activates human NR2E3 receptor. AID 602229. actives 0.35% (n = 360,000). CHO-S Gal4-NCOR/VP16-NR2E3 two-hybrid, luciferase. Q9Y5X4. inhibition of corepressor binding, % at 3.98 µM;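 active = inhibition above the mean of all tested compounds plus 3 SD, cut at about 70% in these data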;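 note: 0% = DMSO with NR2E3 transfected cells and 100% = cells lacking NR2E3 construct; higher means lower luciferase signal from less NR2E3 corepressor binding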
Target sequence (Q9Y5X4 whole entry, looked up, the tested form may be a part): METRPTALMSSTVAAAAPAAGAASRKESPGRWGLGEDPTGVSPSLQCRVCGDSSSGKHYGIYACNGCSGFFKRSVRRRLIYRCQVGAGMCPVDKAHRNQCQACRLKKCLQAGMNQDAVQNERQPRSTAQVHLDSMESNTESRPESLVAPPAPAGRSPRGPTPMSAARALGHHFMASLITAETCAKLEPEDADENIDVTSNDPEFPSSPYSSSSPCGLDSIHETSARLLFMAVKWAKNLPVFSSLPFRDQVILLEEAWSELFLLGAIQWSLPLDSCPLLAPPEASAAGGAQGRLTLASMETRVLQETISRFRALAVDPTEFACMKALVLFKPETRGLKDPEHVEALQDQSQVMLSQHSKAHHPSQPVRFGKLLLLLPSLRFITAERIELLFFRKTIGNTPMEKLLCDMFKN
HIF-2a inh – blocks HIF-2a reporter activity | 786-0 RCC cells HIF-2a reporter, luciferase luminescence, overnight | inhibition, % at 18.8 µM | actives 0.72% (n = 360,000) | AID 624352;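 active = inhibition of the luminescence signal of 40% or more relative to plate controls, in a single-dose primary screen at 18.75 µM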
TROY NFkB inh – inhibitors of TROY-dependent NF-kB signaling; actives 0.98% (n = 360,000); Q293 LMP1-TROYcd NF-kB luciferase reporter, 4 h; AID 1347056; inhibition, % at 10 µM;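 active = compounds whose plate-normalised and pattern-corrected inhibition of the luciferase reporter signal at the single screening dose is 50% or more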
KKLEB tox – counter-screen for CF NF-kB inhibitors: cytotoxicity. KKLEB CF airway cells viability, ATPlite luminescence, overnight; active compounds read low; cells stimulated with P. aeruginosa culture filtrate. activity change (cytotoxicity), % at 5 µM. actives 0.36% (n = 360,000);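 active = corrected activity change at or below -50% at 5 µM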
TRPM1 prom inh – reduces MITF-dependent TRPM1 promoter luciferase signal; SK-MEL-5 TRPM1 promoter luciferase, 24 h; inhibition, % at 12.5 µM; actives 0.83% (n = 330,000); AID 488899;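 active = mean inhibition across replicates of 60% or more, whatever share of single replicates reaches that level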; note: values of inactives mirror those of a sister screen read the other way
NR2E3 ag-2 – NR2E3 (human) agonism | AID 2300 | actives 0.12% (n = 320,000) | Q9Y5X4 | inhibition of corepressor binding, % at 4.78 µM | GST-NR2E3/biotin-RetCOR TR-FRET, 1536-well;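 active = percent inhibition above the cutoff of mean plus 3 SD of all tested compounds, set per screening campaign, cut at about 20% in these data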;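 note: 0% = DMSO wells and 100% = biotin wells as full block of FRET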
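Material: NR2E3–RetCOR corepressor complex / Incubation: Compound–protein incubation for 5 h at 4 °C / Dosing: compound at 4.8 µM, single dose / Detection: time-resolved FRET / Benchmarks: high control biotin, low control 0.6% DMSO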
CF NFkB inh – cystic fibrosis NF-kB activation inhibition | KKLEB NF-kB-GFP reporter, PAF-induced, GFP fluorescence overnight | inhibition, % at 5 µM | actives 0.86% (n = 360,000) | AID 588850;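 active = at least 50% inhibition at 5 µM, scaled per plate between neutral and stimulator controls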;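 note: PAF is a Pseudomonas aeruginosa culture filtrate used as stimulus; plate controls were PAF-stimulated DMSO wells for no effect and unstimulated DMSO wells for full effect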
* marks the source's active call; other numbers are inactive results; . = not tested or not shown. Not all compounds are listed (hit frequency here may not be typical).

SMILES	TWEAK Fn14 block	Shn3 inh set2	Peg3 prom inh	C8 TRAIL sens	NR2E3 ag-1	HIF-2a inh	TROY NFkB inh	KKLEB tox	TRPM1 prom inh	NR2E3 ag-2	CF NFkB inh
Cn1c(SCC(=O)NCc2cccs2)nnc1-c1ccc(S(=O)(=O)N2CCCC2)cc1	-12	8	22	2	10	-15	-11	-1	10	-4	-5
C=CCNC(=O)c1cc2c(=O)n3ccccc3nc2s1	10	-79	-204	27	-95	-147	-27	7	-66	2	-17
CCN(CC)CCNC(=O)CCCNC(=O)Cn1cnc2sc(C)c(C)c2c1=O	-4	-14	9	-1	-13	8	-7	6	2	-1	-1
CCOC(=O)C1CCN(C(=S)Nc2cc(C)ccc2C)CC1	-6	-17	19	-6	-28	23	5	1	10	1	20
CCC(C)NC(=O)c1ccc(NS(=O)(=O)c2ccc3[nH]c(=O)[nH]c3c2)cc1 (stereo unspecified)	-4	-20	18	-7	-30	5	-5	-5	-9	1	9
CC1CC(C)CN(C(=O)COC(=O)c2cc3ccccc3oc2=O)C1 (stereo unspecified)	-33	-27	-121	-33	-15	-67	-25	4	-9	.	7
C=CCOc1ccccc1CN1CCC(C(=O)Nc2cccc(-c3ccn[nH]3)c2)CC1	0	9	8	-9	-27	8	15	-18	-4	1	16
O=[N+]([O-])c1cccc(CSc2ncnc3ccccc23)c1	22	18	-5	-11	-25	-39	25	-8	1	9	12
COC(=O)c1ccc(-c2nc3ccccc3[nH]2)cc1	56*	-1	-118	82*	-103	-111	-4	2	-14	-4	-12
COC(=O)c1n[nH]n(-c2cc(Cl)cc(Cl)c2)c1=O	-5	1	8	3	-2	15	2	-7	3	3	2
COCCn1c(-c2ccc(-c3ccc([N+](=O)[O-])cc3Br)o2)nc2c1c(=O)[nH]c(=O)n2CC(C)C	13	11	52*	1	-6	18	-3	-6	7	1	19
O=C(NC(=S)NCc1ccccc1)c1ccccc1	-2	13	-21	8	-30	-12	-32	-2	104*	12	6
O=C(COC(=O)c1cccnc1)Nc1cccc(Cl)c1	4	12	20	-3	19	16	-2	-1	5	2	-3
Cc1ccc(C2=CSC3=NCCN23)cc1	14	15	2	-7	-12	11	-11	9	10	0	-5
CC(C)n1nnnc1C1c2ccccc2C(=O)N1Cc1ccc(F)cc1 (stereo unspecified)	0	.	.	-4	-15	-1	-4	.	.	.	.
COc1ccc(S(=O)(=O)N2CCN(c3c(C)cccc3C)CC2)cc1OC	-21	2	5	-12	7	11	20	18	.	5	3
CCOC(=O)c1ccc(N=C2NC(=O)CS2)cc1	-4	14	-51	5	-6	-51	-26	-2	4	-1	-4
CC1=C(C(=O)N2CCN(C(=O)c3ccco3)CC2)C2(CCC(C)CC2)OC1=O (stereo unspecified)	-12	56	3	-11	-2	14	-10	-2	4	3	4
COc1ccccc1-c1coc2cc(OC(=O)N3CCOCC3)ccc2c1=O	-18	-32	-112	10	-37	-126	-53	-19	.	-2	18
CC1CCN(c2nc(-c3ccccc3)cc(C(F)(F)F)n2)CC1	2	-8	11	-3	-37	4	-4	8	-3	1	0
O=C(CCC(=O)c1ccccc1)NCc1cccc(C(F)(F)F)c1	-9	17	-20	19	12	2	16	10	-1	0	-7
COCCNC(=O)COC(=O)c1cc(-c2ccc(OC)cc2)nc2ccccc12	-20	0	-94	40	-62	-101	-31	-4	-3	2	-14
Cc1cc(NC(=O)c2ccccc2F)cc(C)c1OCC(=O)N1CCOCC1	-9	-27	-54	16	-6	-65	-4	6	-9	-5	-6
COc1ccc(CCNC(=O)C23CCC(C)(C(=O)C2Br)C3(C)C)cc1OC (stereo unspecified)	-15	-10	-3	-3	0	20	2	-5	-1	4	-10
COc1ccc2c(C)cc(SCC(=O)N3CCOCC3)nc2c1	3	8	19	-7	-5	20	-6	6	8	2	2

Laid out differently: 3 of the compounds above
SMILES | TWEAK Fn14 block | Shn3 inh set2 | Peg3 prom inh | C8 TRAIL sens | NR2E3 ag-1 | HIF-2a inh | TROY NFkB inh | KKLEB tox | TRPM1 prom inh | NR2E3 ag-2 | CF NFkB inh
C=CCOc1ccccc1CN1CCC(C(=O)Nc2cccc(-c3ccn[nH]3)c2)CC1 | 0 | 9 | 8 | -9 | -27 | 8 | 15 | -18 | -4 | 1 | 16
CC1CCN(c2nc(-c3ccccc3)cc(C(F)(F)F)n2)CC1 | 2 | -8 | 11 | -3 | -37 | 4 | -4 | 8 | -3 | 1 | 0
C=CCNC(=O)c1cc2c(=O)n3ccccc3nc2s1 | 10 | -79 | -204 | 27 | -95 | -147 | -27 | 7 | -66 | 2 | -17

Next part
SMILES	TWEAK Fn14 block	Shn3 inh set2	Peg3 prom inh	C8 TRAIL sens	NR2E3 ag-1	HIF-2a inh	TROY NFkB inh	KKLEB tox	TRPM1 prom inh	NR2E3 ag-2	CF NFkB inh
COc1cc2c(cc1OC)-c1cc(Nc3ccc(C(=O)O)cc3)nc(=O)n1CC2	-25	-3	4	10	-16	14	8	8	-1	-1	-7
NNC(=O)c1cc(-c2cccs2)nc2ccccc12	-39	-1	-2	2	-39	8	-4	-10	0	3	-15
Cc1cc(C)cc(OCCNC(=O)c2cc(S(=O)(=O)N3CCOCC3)ccc2F)c1	-1	-12	19	18	7	7	6	-6	9	-1	-7
Cc1ccccc1NC(=O)Cn1nnc(C(=O)NCc2ccco2)c1N	16	-6	31	-14	-4	8	16	2	13	5	2
O=C(NCCCN1CCCCC1)c1ccc(CS(=O)c2ccc(F)cc2)o1 (stereo unspecified)	4	-7	-2	-7	-25	-1	5	18	-1	2	-14
CCOC(=O)c1nsnc1NCCSC(=N)N	-16	4	8	4	-2	-9	-2	-4	10	2	17
Cn1ncc(Br)c1N1C(=O)CCC1=O	5	-7	2	-13	3	26	3	-1	4	-2	9
CCOC(=O)C1(CCCc2ccccc2)CCN(C(=O)CN2CCOC2=O)CC1	-1	-5	-1	-5	-9	-17	-20	14	-3	2	10
CCCCN1CCc2c([nH]c3c(C)cccc23)C1=O	-13	-60	-264	24	-81	-246	18	8	-87	1	-14
CC(=O)Oc1ccc(C2=Cc3ccc(OC(C)=O)cc3OC2C)cc1 (stereo unspecified)	23	24	-85	-6	29	-168	1	9	-16	.	-4
CCOC(=O)c1oc2ccccc2c1COC(=O)C(C)NC(=O)c1ccco1 (stereo unspecified)	-17	-21	-9	-2	-41	-28	-2	-1	3	-1	15
CC(C)C[C@@H](CN1CCCC1CN1C(=S)NC[C@@H]1Cc1ccc(O)cc1)N1C[C@H](Cc2ccccc2)N(CCc2ccccc2)C1=S (stereo partly specified)	10	52	0	5	-18	-13	10	11	0	.	-9
O=C(NC(=S)NCc1cccnc1)c1ccccc1	-3	-2	-2	-7	-12	1	4	13	4	-1	0
Cc1c(-c2n[nH]c(=S)n2-c2ccc(C(F)(F)F)cc2)nnn1-c1ccccc1	-2	-22	5	5	-36	4	13	4	4	3	20
O=C(CCO)c1ccc(O)cc1	38	-15	10	4	-17	7	-3	8	3	14	0
COc1ccc(OC)c(/C=C/C(=O)OCC(=O)NCc2cccs2)c1	-7	8	4	-5	16	16	-1	3	3	2	-7
COc1ccc2[nH]c3c(c2c1)CCN1C(=O)C(CC(=O)NCc2cccc(C(F)(F)F)c2)C[C@H](C(=O)N(C(C)C)C(C)C)[C@@]31C (stereo partly specified)	20	0	12	10	21	-4	18	-6	28	.	18
S=c1[nH]nc(-c2ccccc2)n1/N=C/c1cccc(Cl)c1	-17	1	16	1	-1	8	-1	12	7	2	8
CCOc1ccc(N2C(N)=NC(N)=NC2(C)C)cc1	14	65	4	75*	-1	15	-3	-2	17	-2	-14
O=C(O)CSc1c2c(nc3cc(C(=O)Nc4cccc(C(F)(F)F)c4)ccc13)CCCC2	8	1	14	10	-2	5	9	11	-8	1	-13
Clc1ccccc1-c1cc(COc2ccc3ccccc3c2)no1	-4	-5	-154	-14	-29	-235	-45	1	-28	-2	-2
COCCNC(=O)CCSCc1ccccc1F	2	-19	18	8	-24	12	-22	-8	9	3	-12
Cc1cc(C(=O)O)ccc1NCc1ccncc1	0	9	6	4	-20	15	-6	5	1	-3	12
Cn1cccc1Cc1nnc(SCC(=O)NCc2ccco2)n1-c1ccc(F)cc1	25	-13	12	5	-25	3	1	9	-5	2	-8
CCCS(=O)(=O)NC(=O)C1(C)CCN(C(=O)c2ccc3c(c2)OCO3)C1 (stereo unspecified)	6	-13	-5	-6	3	3	0	-7	.	.	-2
COc1ccc(OCCn2cnc3ccccc32)cc1	-14	-19	-59	-12	-28	-81	-8	-2	0	.	2
Cc1cc(C(=O)C(C(c2ccccc2)N2CCOCC2)N2CCOCC2)ccc1Cl (stereo unspecified)	-12	7	-6	-8	-13	-53	-45	-5	-30	.	8
COc1ccccc1C(=O)CSc1ccccn1	-23	-31	-131	4	-74	-227	-27	10	-44	6	-5

Compounds from the list above that have an aryl methoxy group:
SMILES	TWEAK Fn14 block	Shn3 inh set2	Peg3 prom inh	C8 TRAIL sens	NR2E3 ag-1	HIF-2a inh	TROY NFkB inh	KKLEB tox	TRPM1 prom inh	NR2E3 ag-2	CF NFkB inh
COc1ccc(S(=O)(=O)N2CCN(c3c(C)cccc3C)CC2)cc1OC	-21	2	5	-12	7	11	20	18	.	5	3
COc1ccccc1-c1coc2cc(OC(=O)N3CCOCC3)ccc2c1=O	-18	-32	-112	10	-37	-126	-53	-19	.	-2	18
COCCNC(=O)COC(=O)c1cc(-c2ccc(OC)cc2)nc2ccccc12	-20	0	-94	40	-62	-101	-31	-4	-3	2	-14
COc1ccc(CCNC(=O)C23CCC(C)(C(=O)C2Br)C3(C)C)cc1OC (stereo unspecified)	-15	-10	-3	-3	0	20	2	-5	-1	4	-10
COc1ccc2c(C)cc(SCC(=O)N3CCOCC3)nc2c1	3	8	19	-7	-5	20	-6	6	8	2	2
COc1cc2c(cc1OC)-c1cc(Nc3ccc(C(=O)O)cc3)nc(=O)n1CC2	-25	-3	4	10	-16	14	8	8	-1	-1	-7
COc1ccc(OC)c(/C=C/C(=O)OCC(=O)NCc2cccs2)c1	-7	8	4	-5	16	16	-1	3	3	2	-7
COc1ccc2[nH]c3c(c2c1)CCN1C(=O)C(CC(=O)NCc2cccc(C(F)(F)F)c2)C[C@H](C(=O)N(C(C)C)C(C)C)[C@@]31C (stereo partly specified)	20	0	12	10	21	-4	18	-6	28	.	18
COc1ccc(OCCn2cnc3ccccc32)cc1	-14	-19	-59	-12	-28	-81	-8	-2	0	.	2
COc1ccccc1C(=O)CSc1ccccn1	-23	-31	-131	4	-74	-227	-27	10	-44	6	-5
